Screening data deposited in PubChem by National Center for Advancing Translational Sciences (NCATS).
Luciferase inh: Photinus pyralis luciferase inhibition; 2.5% of 76,000 active; Potency, µM (top dose mostly 115 µM), for the others: at the top dose activity change, negative = inhibition, actives largely listed as inhibitors; P08659; purified P. pyralis luciferase, luminescence, biochemical; also: potency is read from the fitted curve at half-maximal effect; nearly all actives have a fitted effect of over 65% in size
Target sequence (P08659 whole entry, looked up): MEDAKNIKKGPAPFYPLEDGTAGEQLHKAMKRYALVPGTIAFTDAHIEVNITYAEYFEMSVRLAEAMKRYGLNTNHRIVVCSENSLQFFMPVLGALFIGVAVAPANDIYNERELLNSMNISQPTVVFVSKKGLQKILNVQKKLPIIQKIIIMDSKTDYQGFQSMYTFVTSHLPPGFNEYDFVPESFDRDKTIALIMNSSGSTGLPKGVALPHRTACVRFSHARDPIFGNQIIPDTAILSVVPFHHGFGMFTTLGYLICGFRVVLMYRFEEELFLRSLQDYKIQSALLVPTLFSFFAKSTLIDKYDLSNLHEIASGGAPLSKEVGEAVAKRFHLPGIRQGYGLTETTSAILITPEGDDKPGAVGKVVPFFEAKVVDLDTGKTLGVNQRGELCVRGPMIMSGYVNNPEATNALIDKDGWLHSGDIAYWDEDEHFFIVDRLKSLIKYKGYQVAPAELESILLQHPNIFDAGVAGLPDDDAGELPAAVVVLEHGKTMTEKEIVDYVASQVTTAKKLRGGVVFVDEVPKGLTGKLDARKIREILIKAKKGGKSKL
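FLuc 10nM, D-luciferin 10uM, ATP 10uM, Mg acetate 10mM, Tris acetate pH 7.5, Tween/BSA; cpd qHTS; enzyme added last; CCD luminescence.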
3T3 cytotox: kills NIH 3T3 cells; Potency, µM (series often up to 96.7 µM), for the others: top-dose activity change, negative = cytotoxicity, actives largely listed as inhibitors; 4.3% of 94,000 active; NIH 3T3 viability, CellTiter-Glo ATP luminescence, 48-72 h; AID 1345082; also: potency is read from the fitted curve at half-maximal effect; nearly all actives have a fitted effect of over 55% in size
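NIH 3T3 cells at 400 cells/well received 23 nL of compound by pintool and were incubated 48 or 72 h at 37 °C. Viability was read as ATP-coupled CellTiter-Glo luminescence.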
SNCA expr inh: inhibitors of alpha-synuclein (SNCA) gene expression | Potency, µM (series often up to 57.2 µM), without a hit: at the highest dose activity change, negative = inhibition, actives largely listed as inhibitors | AID 1671194 | HEK-293 SNCA-luciferase knock-in, luminescence, 24 h | 0.17% of 140,000 active;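 also: potency is read from the fitted curve at half-maximal effect; plate controls were DMSO cells for no effect and cell-free wells for full effect; nearly all actives have a fitted effect of over 45% in size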
HEK cytotox: HEK 293 cell cytotoxicity. HEK 293 viability, ATP luminescence (CellTiter-Glo), 48-72 h. 6.6% of 94,000 active. AID 1345083. Potency, µM (titrated, usually from 115 µM), for the others: at the highest dose activity change, negative = cytotoxicity, actives largely listed as inhibitors; also: potency is read from the fitted curve at half-maximal effect; nearly all actives have a fitted effect of over 60% in size
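ATP-coupled CellTiter-Glo luminescence served as viability read-out, recorded 10 min after reagent addition at room temperature. HEK 293 cells, 250 cells/well, had been incubated with pintool-transferred compound for 48 or 72 hr at 37 degree Celsius.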
HEK293 viab: reduces viability of HEK-293 SNCA reporter cells | AID 1671193 | Potency, µM (titrated, usually from 57.1 µM), for inactives: at the highest dose activity change, negative = cytotoxicity, most hits filed as cytotoxic | 0.12% of 150,000 active | HEK-293-SNCA-luc viability, GF-AFC fluorescence, 24 h;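 also: potency is read from the fitted curve at half-maximal effect; 0% = DMSO-treated cells and -100% = medium-only wells without cells; nearly all actives have a fitted effect of over 30% in size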
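Cytotoxicity counterscreen: after 24 h compound treatment of genome-edited SNCA-luciferase HEK-293 cells, live-cell protease substrate GF-AFC read by fluorescence after 30 min; activity scaled between DMSO (0%) and medium-only (-100%), curves Hill-fitted.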
IP6K1 inhibitor: IP6K1 kinase inhibition; IP6K1 kinase, ADP-Glo luminescence, 2 h; active compounds read low; AID 1645851; 0.81% of 140,000 active; activity change, % (series mostly up to about 58 µM); in the data active = activity change below about -25%
Target sequence (Q92551 whole entry, looked up): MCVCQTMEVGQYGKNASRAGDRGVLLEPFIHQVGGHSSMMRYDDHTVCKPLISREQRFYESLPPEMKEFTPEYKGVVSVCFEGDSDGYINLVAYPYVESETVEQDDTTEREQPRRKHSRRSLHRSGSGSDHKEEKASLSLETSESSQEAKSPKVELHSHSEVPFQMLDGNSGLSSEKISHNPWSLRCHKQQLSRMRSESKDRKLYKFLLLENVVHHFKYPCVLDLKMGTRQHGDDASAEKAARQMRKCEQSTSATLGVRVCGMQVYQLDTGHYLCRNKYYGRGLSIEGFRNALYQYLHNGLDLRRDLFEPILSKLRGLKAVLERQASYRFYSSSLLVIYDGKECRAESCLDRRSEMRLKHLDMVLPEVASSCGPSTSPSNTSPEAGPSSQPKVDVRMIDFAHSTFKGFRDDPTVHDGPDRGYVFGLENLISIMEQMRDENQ
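ADP-Glo luminescence measures ADP made by human IP6K1 during a 2 h RT reaction with ATP/IP6 (mix at 1.3 mM/130 uM); top library doses 57.5 and 19.1 uM final.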
GPT2 inhibitor: inhibitors of human GPT2 alanine aminotransferase; Recombinant GPT2, coupled pyruvate oxidase/HRP Amplex Red fluorescence; Potency, µM (titrated, usually from 57.7 µM), for inactives: at the highest dose activity change, negative = inhibition, usual class: inhibitors; 0.25% of 100,000 active; also: potency is read from the fitted curve at half-maximal effect; nearly all actives have a fitted effect of over 60% in size; many of its hits are not listed in these tables
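Recombinant GPT2 (10ng/uL) with 250uM a-KG and 2mM L-alanine, 30 min at room temperature, in HEPES pH 7.5 buffer. Pyruvate detected by pyruvate oxidase/HRP/Amplex Red fluorescence after 30 min in the dark; AOA (50uM) as positive control.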
* = called active by the depositor; i = inactive; ? = inconclusive; . = no result given; & = joins results of further samples; [ ] = dose if it differs, or a comment. Unless noted, calls follow the shape of the dose curve; as a rule, active = well fitted curve in the direction sought with a large enough effect; inconclusive = small, poorly fitted or top-dose-only effect, or another doubt; inactive = no such curve, though single readings can be large; an effect the other way counts as inactive or inconclusive. Unless noted, % is scaled to controls: 0 for no effect and ±100 for the full control effect. These rows are one share of the data. The share of hits here may be higher or lower than overall.

SMILES | Luciferase inh | 3T3 cytotox | SNCA expr inh | HEK cytotox | HEK293 viab | IP6K1 inhibitor | GPT2 inhibitor
CCOc1ccc2nc(NC(=O)c3nc(SC(C)C)ncc3Cl)sc2c1 | . | . | 49%[activator] | . | 14% | -19 | .
O=C(NCCC1CCN(C(=O)Nc2cc(F)ccc2F)CC1)c1ccoc1 | -6% | -21% | 2% | -5% | 0% | -2 | 1%
COc1ccc(OC)c(CCNc2ncnc3onc(-c4ccc(F)cc4)c23)c1 | . | . | -13% | . | 5% | -2 | .
COCc1nncn1C1CCN(S(=O)(=O)c2ccc(Cl)c(C)c2)CC1 | -12% | -22% | -15% | -14% | 8% | 1 | i
COc1cccc(OC)c1C(=O)Nc1ccc(S(=O)(=O)Nc2nccc(C)n2)cc1 | . | . | 11% | . | 1% | -10 | .
COc1cccc(C(=O)Nc2ccccc2OCc2cc(=O)n3cc(C)ccc3n2)c1 | . | . | 18% | . | -25% | -10 | .
O=C1NC(Cc2c[nH]c3ccccc23)C(=O)NC1Cc1c[nH]c2ccccc12 (stereo unspecified) | . | . | . | . | -3% | 2 | i
CCCc1noc(-c2cccn3c(CNC(=O)c4ccc(N(C)C)cc4)nnc23)n1 | -20% | ? | -10% | ? | -21% | 10 | -10%
O=C(c1c[nH]c2ncccc12)N1CCN(Cc2ccccc2)CC1 | -17%[172 µM] | ? | 14%[87.6 µM] | ? | -3%[87.6 µM] | 5 | i
Cc1ccccc1C(=O)n1nc(-c2ccco2)nc1NCc1cccs1 | . | . | 30% | . | -2% | -6 | .
COCc1cn(C[C@H]2C[C@@H](NC(=O)C(C)C)[C@H](O)[C@@H]2O)nn1 | -2%[172 µM] | i | 1%[87.6 µM] | i | 2%[87.6 µM] | -13 | 3%[88.5 µM]
C[S+](=O)([O-])N1CC2ON=C(C(=O)NCc3cccnc3)C2C1 (stereo unspecified) | . | -11% | ? | -9% | 10% | 20 | 3%
CCC(C)Nc1ncnc2c1CN(C1CCCNCC1)C(=O)CN2C (stereo unspecified) | . | -2% | 1% | -8% | 7% | 4 | 3%
COc1cc(OC)c(NC(=O)CCn2cccn2)cc1Cl | . | . | 12% | . | -2% | -11 | .
O=c1c2c(n(Cc3cccnc3)n1-c1ccccc1)CN(CC1CCOCC1)CC2 | -2%[172 µM] | ? | 11%[87.6 µM] | 1%[172 µM] | -9%[87.6 µM] | 9 | -4%[88.5 µM]
COC(=O)[C@@H](C)NC(=O)[C@H]1CN(C(C)=O)CCN1C(=O)C1CCCCC1 | 0%[172 µM] | i | 8%[87.6 µM] | -3%[172 µM] | -2%[87.6 µM] | -4 | 3%[88.5 µM]
CN1CC(=O)N(C2CCNCC2)Cc2c(NCCCc3ccccc3)ncnc21 | . | -17% | ? | ? | -2% | -7 | i
O=C(Cn1ccn2nc(-c3ccc(F)cc3)c(CO)c2c1=O)Nc1ccc2c(c1)CCC2 | 0% | i | -30% | 19% | 4% | 7 | ?
COC[C@@H]1[C@H](C(=O)NCCc2nc3ccccc3n2C)CCCN1C | . | -9% | 15% | -32% | 10% | 13 | i
CNCc1cn(C[C@H]2O[C@@H](CC(=O)N(C)Cc3ccccc3)[C@H](O)[C@@H]2O)nn1 | -2%[172 µM] | i | 9%[87.6 µM] | i | 2%[87.6 µM] | 10 | 0%[88.5 µM]
CCc1nnc(NC(=O)C2c3ccccc3C(=O)N(CCOC)C23CCCCC3)s1 (stereo unspecified) | 5% | -6% | 3% | -1% | -3% | 6 | -11%
OC[C@H]1O[C@@H](n2cnc3c(NCc4ccc(O)cc4)ncnc32)[C@H](O)[C@@H]1O | . | . | . | . | -13% | 3 | i
COc1ccc(CN2C(=Nc3ccc(OC)cc3)S[C@H]3[C@@H]2[C@@H](O)[C@H](O)C[C@@H]3C(N)=O)cc1 | -6% | -23% | 45%[activator] | -21% | 0% | 7 | 3%
CCOC(=O)c1c(C)oc2nc(C)nc(NCCCN3CCN(c4ccccc4)CC3)c12 | . | . | -4% | . | -1% | 5 | .
CCOC(=O)c1c(NC(=O)c2cc(-c3cccc(Cl)c3)on2)sc(C(C)=O)c1C | . | . | -21% | . | -12% | 25 | .
Additional entries follow:
SMILES | Luciferase inh | 3T3 cytotox | SNCA expr inh | HEK cytotox | HEK293 viab | IP6K1 inhibitor | GPT2 inhibitor
O=C(NCC1CC1)c1ccc2nnc(-c3ccc(Cl)cc3)n2c1 | . | ? | 5%[87.6 µM] | -27%[172 µM] | 4%[87.6 µM] | 8 | 4%[88.5 µM]
Cc1ccc(C(=O)NCCn2cccc2-c2nc(-c3ccccc3)no2)cc1F | -28% | -4% | 13% | -7% | -4% | 27 | i
COc1ccc(N2C(=O)CSC23C(=O)N(Cc2cccc(C(F)(F)F)c2)c2ccccc23)cc1 (stereo unspecified) | . | . | ? | . | 0% | 16 | .
Clc1ccc(-c2cnc([C@@H]3COCCN3Cc3csnn3)[nH]2)cc1 | 2%[172 µM] | -6%[138 µM] | ? | -8%[172 µM] | 1%[87.6 µM] | -7 | -7%[88.5 µM]
CCCC1c2nccn2CCCN1C(=O)Cn1c(=O)oc2ccccc21 (stereo unspecified) | -10% | -13% | 31%[activator] | -15% | -4% | 4 | 3%
O=C(Cn1c(-c2cccs2)cc2cc(F)ccc21)NCCCN1CCN(c2ccccc2F)CC1 | . | . | -25% | . | -24% | -15 | .
COc1ccc(C(=O)CN2C(=O)N(c3ccc(C(C)=O)cc3)S(=O)(=O)c3ccccc32)cc1 | . | . | ? | . | ? | -1 | .
CC(C)c1ccc(S(=O)(=O)N2CCCC2Cc2noc(Cc3ccccc3)n2)cc1 (stereo unspecified) | . | ? | ? | 25µM* | -13% | 11 | i
CC(C)CCNC(=O)C1CCC(CNS(=O)(=O)c2cccc3nsnc23)CC1 (stereo unspecified) | . | . | 31% | . | -14% | 25 | .
CN1Cc2cccn2CC1CNC(=O)c1cc(CN2CCOCC2)on1 (stereo unspecified) | -6% | -17% | 24% | -8% | 6% | -1 | -25%
O=C(c1cn2cc(-c3cccc(C(F)(F)F)c3)sc2n1)N1CCCCC1 | . | -17% | 29% | -1% | -7% | 5 | ?
Cc1cccc(-n2ncc(C(=O)N3CCN(Cc4ccccc4)CC3)c2C2CCN(C(=O)OC(C)(C)C)CC2)c1 | . | . | ? | . | ? | 7 | .
Cc1ccc(Nc2nccc(N(C)c3ccc4c(C)n(C)nc4c3)n2)cc1S(N)(=O)=O | . | . | -5% | . | ? | -1&-11 | -5%&-5%
COc1ccc(OC)c(CNC(=O)c2ccc(C)c(NC(=O)c3nsc4ccccc34)c2)c1 | . | . | -2% | . | 17% | 48 | .
COC(=O)C1=C(C)NC(C)=C(C(=O)OCC(C)C)C1c1ccccc1[N+](=O)[O-] (stereo unspecified) | . | . | -43%[25.6 µM] | . | -2%[23.9 µM] | 12 | -3%
COc1cc(NC(=O)c2ccc3c(Cl)c4c(nc3c2)CCC4)cc(OC)c1OC | . | . | 76%[activator] | . | -10% | 1 | .
Cc1ccc(Nc2ccnc(N3CCCC3C(=O)NCc3ccccc3Cl)n2)cc1 (stereo unspecified) | . | ? | . | ? | . | -2 | .
Cc1ccc(-c2ccc(CCC(=O)O)n2-c2cccc(O)c2)cc1 | . | . | 80%[activator] | . | 13% | 14 | .
CCOc1nccn2c(-c3ccc(CNc4ccc(OC)nc4)cc3)cnc12 | 22µM* | ? | -29%[87.6 µM] | ? | -8%[87.6 µM] | -36* | ?
Cn1nccc1C(=O)N1CCC(F)(c2nc(-c3ccccc3)no2)CC1 | -2% | ? | ? | ? | -5% | 1 | 1%
CCOC(=O)CSc1nc2sc3c(c2c(=O)n1Cc1ccccc1)CC(C)CC3 (stereo unspecified) | . | . | 28% | . | -13% | 10 | .
Cn1ncc2c(C(=O)NCc3ccccc3)cc(-c3ccccc3C(F)(F)F)nc21 | . | ? | . | ? | . | -2 | .
CCOc1ccc(NC(=O)CSc2nc3c(c(=O)[nH]2)CCCC3)cc1 | . | . | 46%[activator] | . | 15% | 10 | .
CCN(C(=O)Cn1nnc2sc(-c3ccccc3)cc2c1=O)c1cccc(C)c1 | . | . | 13% | . | 3% | 9 | .
COc1ccc(NC(=O)N2C[C@@H](F)C[C@H]2C(=O)N2CCCCC2)cc1F | -10% | 1% | 19% | -2% | 0% | 7 | i
(next part)
SMILES | Luciferase inh | 3T3 cytotox | SNCA expr inh | HEK cytotox | HEK293 viab | IP6K1 inhibitor | GPT2 inhibitor
Oc1ccc(/C=C/c2ccc(/C=C/c3ccc(O)cc3)c(Br)c2)cc1 | . | . | -6% | . | ? | . | 1%
Cc1c(CC(=O)NC(C)(C)CO)c2c(n1Cc1ccccc1F)CCCC2=O | -6% | -16% | -8% | ? | -1% | 20 | ?
C#CCNC(=O)c1ccc2oc(-c3ccccn3)nc2c1 | . | ? | -4% | ? | 8% | -6 | i
O=C(NCc1ccc2c(c1)OCO2)C1CCCN(Cc2cccc(-c3cccs3)c2)C1 (stereo unspecified) | . | 32µM* | ? | 28µM* | -15% | -4 | -4%
Cc1ccc(-n2cccc2CC(=O)N2CCCC2)cc1 | -9% | -23% | -28% | -20% | -3% | 8 | -2%
O=C(c1nc(-c2ccc(F)cc2)c2cnccn12)N1CCOCC1 | -3%[172 µM] | -12%[138 µM] | 5%[87.6 µM] | -17%[172 µM] | 0%[87.6 µM] | 0 | 5%[88.5 µM]
O=C(NCc1ccccc1)c1nc(S(=O)(=O)Cc2ccc(F)cc2)ncc1Cl | . | . | ? | . | ? | 16 | .
Cc1cccc(CC(=O)N2CCCN(c3cc(-c4ccc(Cl)cc4)[nH]n3)CC2)c1 | -5% | 40µM* | 3% | ? | -17% | -12 | ?
O=C(NCCc1nc(-c2cccnc2)no1)C1CC2(CCNCC2)CN1 (stereo unspecified) | -4% | -7% | 17% | -1% | 2% | 17 | i
COC1C(=O)N(C2CCN(S(=O)(=O)c3c(C)nn(C)c3C)CC2)C12CCOCC2 (stereo unspecified) | 0% | i | -12% | i | 2% | -4 | -7%
CC(=O)c1ccc(NC(=O)N[C@H]2CCN3C(=O)[C@@H](Cc4ccccc4)NC(=O)[C@H]23)cc1 | -11%[172 µM] | -4%[174 µM] | 2%[87.6 µM] | -16%[172 µM] | 0%[87.6 µM] | -1 | i
O=C(NCC1CCCO1)c1cc2c(=O)[nH]c(-c3ccccc3)cn2n1 (stereo unspecified) | -6% | -14% | -12% | ? | -12% | -22 | -14%

One compound at a time, from the list above:
Shown for O=C(NCCc1nc(-c2cccnc2)no1)C1CC2(CCNCC2)CN1 (stereo unspecified) = Luciferase inh: -4%; 3T3 cytotox: -7%; SNCA expr inh: 17%; HEK cytotox: -1%; HEK293 viab: 2%; IP6K1 inhibitor: 17; GPT2 inhibitor: i
Shown for O=C(NCc1ccccc1)c1nc(S(=O)(=O)Cc2ccc(F)cc2)ncc1Cl = Luciferase inh: .; 3T3 cytotox: .; SNCA expr inh: ?; HEK cytotox: .; HEK293 viab: ?; IP6K1 inhibitor: 16; GPT2 inhibitor: .
